Bioassay records from PubChem.
CHRM5 agonist – CHRM5 agonism in calcium assay; P08912; CHO-K1 hM5 cells, Fluo-8 calcium fluorescence; 0% DMSO wells, 100% maximal acetylcholine response; activation, % at 3 µM; hit rate 0.19% among 360,000;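 active = activation above the run's mean over test compounds plus 3 SD, cut at about 23% in these data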;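 also: signal is peak over basal fluorescence ratio across the kinetic read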
Target sequence (P08912 whole entry, looked up): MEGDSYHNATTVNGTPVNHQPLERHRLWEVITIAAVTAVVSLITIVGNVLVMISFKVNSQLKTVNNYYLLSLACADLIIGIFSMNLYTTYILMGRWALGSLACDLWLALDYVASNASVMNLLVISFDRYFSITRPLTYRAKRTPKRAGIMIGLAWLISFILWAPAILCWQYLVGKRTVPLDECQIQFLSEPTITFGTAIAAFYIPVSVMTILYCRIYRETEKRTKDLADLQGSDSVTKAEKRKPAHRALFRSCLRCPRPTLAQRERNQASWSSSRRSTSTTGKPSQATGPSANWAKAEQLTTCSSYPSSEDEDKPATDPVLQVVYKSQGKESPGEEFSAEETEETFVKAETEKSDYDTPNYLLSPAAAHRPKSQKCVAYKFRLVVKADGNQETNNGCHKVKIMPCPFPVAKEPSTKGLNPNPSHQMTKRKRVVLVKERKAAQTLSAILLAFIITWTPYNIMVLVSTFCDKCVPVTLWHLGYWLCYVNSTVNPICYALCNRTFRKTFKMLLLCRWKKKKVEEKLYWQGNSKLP
CHO-K1 Ca PAM – M1 PAM counterscreen hit in parental CHO-K1 cells; ATP EC20, Fluo-8 calcium fluorescence; 0% at ATP EC20, 100% at ATP max; hit rate 0.02% among 360,000; activation, % at 3 µM;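 active = activation above the run cutoff, the mean activation of all test compounds plus 3 SD, cut at about 40% in these data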;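 also: peak over basal fluorescence ratio in a 140 s read after ATP addition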
M4 PAM – potentiates acetylcholine response at human M4 receptor | hit rate 0.4% among 360,000 | CHO-K1 hM4/Gqi5, Fluo-8 calcium fluorescence, ACh EC20; 0% = ACh EC20, 100% = maximal ACh | activation, % at 3 µM | P08173 | AID 624126;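 active = activation above its plate's cutoff, the mean activation of sample wells plus 3 SD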; also: some results filed as inactive read as strong as hits
Target sequence (P08173 whole entry, looked up): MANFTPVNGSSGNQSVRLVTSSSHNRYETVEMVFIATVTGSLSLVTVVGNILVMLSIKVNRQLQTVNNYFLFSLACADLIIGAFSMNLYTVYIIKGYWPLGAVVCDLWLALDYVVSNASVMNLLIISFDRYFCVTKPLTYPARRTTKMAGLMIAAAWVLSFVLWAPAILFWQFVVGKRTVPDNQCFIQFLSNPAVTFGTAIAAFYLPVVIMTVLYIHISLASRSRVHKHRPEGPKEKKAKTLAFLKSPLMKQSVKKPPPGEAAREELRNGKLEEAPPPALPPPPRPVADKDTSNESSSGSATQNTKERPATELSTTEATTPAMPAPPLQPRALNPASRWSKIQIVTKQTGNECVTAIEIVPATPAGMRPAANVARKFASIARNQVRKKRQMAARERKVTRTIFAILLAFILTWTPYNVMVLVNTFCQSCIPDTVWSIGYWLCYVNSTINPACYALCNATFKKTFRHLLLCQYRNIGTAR
M5 antag – blocks acetylcholine activation of human M5 receptor; P08912; CHO-hM5 cells, Fluo-8 calcium fluorescence, ACh EC80; inhibition, % at 3 µM; hit rate 0.59% among 360,000;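 active = inhibition above a per-plate cutoff, the mean of that plate's test compounds plus 3 SD, cut at about 27% in these data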;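 also: 0% = acetylcholine EC80 with DMSO and 100% = DMSO without agonist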
M1 ag parental – M1 agonist counterscreen hit in parental CHO-K1 cells. hit rate 0.48% among 360,000. Fluo-8 calcium fluorescence; scaled to maximal ATP response, vehicle zero. activation, % at 3 µM. AID 602248; in the data active = activation above about 15%;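 also: untransfected CHO-K1 host cells lacking M1 receptor as counterscreen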
CHRM5 PAM – CHRM5 positive allosteric modulation; AID 624038; activation, % at 3 µM; P08912; hit rate 0.3% among 360,000; CHO-K1 hM5, Fluo-8 calcium, ACh EC20 PAM; 0% = ACh EC20, 100% = ACh EC100;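 active = activation above the run cutoff, the mean activation of all test compounds plus 3 SD, cut at about 18% in these data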
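System: CHO-K1 cell line with stable human muscarinic M5 receptor expression | Also added: EC20 acetylcholine as agonist stimulus | Compound: One concentration, 3 µM final (nominal) | Timing: Fluo-8 loading 80 min at 37 °C plus 30 min room temperature | Measured by: Fluo-8 calcium dye fluorescence, kinetic read | Read-out basis: % activation, ACh-normalized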
M4 antag – antagonists of human muscarinic M4 receptor (CHRM4); CHO-hM4 cells, ACh EC80, Fluo-8 calcium fluorescence; hit rate 0.73% among 360,000; P08173; inhibition, % at 3 µM;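 active = inhibition above its plate's cutoff, the mean inhibition of sample wells plus 3 SD, cut at about 27% in these data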;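 also: 0% = acetylcholine EC80 with DMSO and 100% = DMSO without agonist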
CHRM4 agonist – CHRM4 agonism in calcium assay | P08173 | CHO-K1 hM4/Gqi5, Fluo-8 calcium fluorescence; vehicle 0%, full acetylcholine response 100% | activation, % at 3 µM | hit rate 0.14% among 360,000 | AID 624127;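 active = activation above the run mean over all test wells plus 3 SD, cut at about 32% in these data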;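 also: peak over basal fluorescence ratio per well then scaled between controls; 0% = DMSO wells and 100% = acetylcholine at EC100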
CHO-K1 Ca antag – M1 antagonist counterscreen hit in parental CHO-K1 cells. ATP-induced calcium, Fluo-8 fluorescence. inhibition, % at 3 µM. hit rate 0.6% among 360,000. AID 602250;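 active = inhibition above a per-plate cutoff, the plate's mean sample inhibition plus 3 SD, cut at about 24% in these data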;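 also: 0% = DMSO plus EC80 ATP and 100% = DMSO alone without ATP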
* = called active by the depositor.

The line under a structure holds: CHRM5 agonist | CHO-K1 Ca antag | CHRM4 agonist | CHO-K1 Ca PAM | M4 PAM | M5 antag | M1 ag parental | CHRM5 PAM | M4 antag
> CC1Oc2ccccc2C(=O)N(CC(=O)c2ccc3c(c2)OCCO3)C1=O (centres undefined)
 : -4 | -11 | 8 | 5 | -6 | -3 | 3.2 | -3 | -5
> O=C(O)c1ccccc1-c1nc2ccccc2[nH]1
 : 4 | 20 | 2 | -9 | -3 | 3 | -0.4 | 7 | 1
> Cc1ccc(/C=c2\sc3nc(-c4cccnc4)nn3c2=O)cc1
 : 1 | 11 | 1 | -8 | -1 | 7 | -0.1 | 0 | 7
> O=[N+]([O-])c1cc(S(=O)(=O)Nc2ccccc2)ccc1NCc1cccnc1
 : -1 | -5 | 15 | 15 | -10 | 0 | 6.9 | -10 | -15
> CCCCOc1ccc(N2C(=O)C(C)CNC2=S)cc1 (centres undefined)
 : 0 | -21 | 1 | 30 | 5 | -9 | 1.2 | 12 | -4
> CCSc1nnc(NC(=O)c2ccc(F)c(S(=O)(=O)N3CCOCC3)c2)s1
 : -1 | -18 | 1 | 13 | 0 | 5 | 0.7 | 2 | 2
> CC(C)(C)n1nc2c(c1NC(=O)Cc1cccc3ccccc13)CS(=O)C2 (centres undefined)
 : 1 | 0 | 1 | -2 | -1 | 6 | -0.5 | -7 | -8
> Cn1c(=O)c2c(ncn2Cc2cc(-c3ccccc3)no2)n(C)c1=O
 : 1 | -13 | 3 | 13 | 3 | -8 | 3.7 | -2 | 8
> Cc1ccc(C)c(S(=O)(=O)Nc2ccc(O)c(Sc3ncn[nH]3)c2)c1
 : -6 | -9 | 1 | 11 | 9 | 12 | 1.6 | -4 | 3
> CCOC(=O)C1CCN(C(=O)c2ccco2)CC1
 : 0 | -5 | 1 | 0 | 18 | 4 | 0.1 | 0 | -5
> CC(=O)N1c2ccc(S(=O)(=O)N3CCCC3C(=O)Nc3ccc(C)cc3)cc2CC1C (centres undefined)
 : 2 | 2 | 2 | 14 | 4 | -3 | 0.2 | -5 | -15
> CCC(=O)NCc1ccc(-c2nc3ncccc3o2)cc1
 : 0 | -10 | 0 | 18 | 1 | 8 | 2.0 | 1 | 2
> Cc1cc(C)n2nc(C(=O)Nc3ccc4c(c3)OCO4)nc2n1
 : -3 | -1 | 0 | 14 | 3 | -1 | -0.5 | -2 | 11
> O=C(CCS(=O)(=O)c1cccc2nonc12)N1CCOCC1
 : -9 | -11 | 0 | 12 | -1 | -1 | -0.1 | 7 | -8
> COc1cc(C(=O)Nc2cccc(-c3nnc(-c4ccco4)o3)c2)ccc1OC(C)=O
 : 5 | -16 | 14 | 1 | -14 | 14 | 6.8 | -20 | 4
> Cc1ccc2c(c1)[nH]c1c(=O)n(Cc3ccco3)cnc12
 : 4 | 0 | 3 | 7 | 2 | -1 | 2.2 | 4 | -5
> Nc1c(Cl)cc(-c2cn(CCC(=O)O)c(-c3ccncc3)n2)cc1Cl
 : 1 | -5 | 0 | 6 | 1 | -13 | 0.3 | 11 | -5
> CC1=C(C(=O)OCC2CCCO2)C(c2ccccc2Cl)NC(=O)N1 (centres undefined)
 : -1 | 5 | 0 | -4 | -6 | 2 | -0.4 | -13 | -3
> Cc1ccc(/C=C/C(=O)N2CCc3ccccc32)o1
 : 0 | -4 | 0 | -1 | 10 | 5 | -0.5 | -4 | -2
> OC(c1ccccc1)c1ncc(-c2ccccc2Cl)[nH]1 (centres undefined)
 : -1 | -10 | 3 | 24 | 8 | -2 | 1.5 | 2 | -12

Continuation:
The line under a structure holds: CHRM5 agonist | CHO-K1 Ca antag | CHRM4 agonist | CHO-K1 Ca PAM | M4 PAM | M5 antag | M1 ag parental | CHRM5 PAM | M4 antag
> CCOC(=O)CC(=O)CSc1ncc(C(=O)OCC)c(N)n1
 : -2 | -16 | 1 | 21 | 4 | -7 | 0.9 | 5 | -16
> CC1(NC(=O)/C=C/c2nc3ccccc3s2)CCS(=O)(=O)C1 (centres undefined)
 : 0 | -11 | 1 | 4 | 5 | 5 | 0.2 | -7 | -4
> COc1cccc(NC(=O)N2CCC(NC(=O)C(Cc3cccc(C)c3)NC(C)=O)CC2)c1 (centres undefined)
 : -3 | 11 | 0 | -20 | -4 | 15 | -0.2 | -2 | 2
> COc1ccc(N=Cc2c(O)ccc3ccccc23)cc1
 : 1 | -7 | 1 | 17 | 2 | 6 | 2.1 | 3 | -3
> COc1ccc(C(=O)OCc2c(F)cccc2Cl)cc1S(=O)(=O)N1CCOCC1
 : -2 | -15 | 11 | 21 | 0 | 5 | 3.5 | 1 | -4
> CC1Cc2nc(SCC(=O)NCC3CCCO3)n(-c3ccc(F)cc3)c(=O)c2S1 (centres undefined)
 : -2 | -13 | 0 | 14 | 5 | -9 | 0.7 | 7 | 2
> COC(=O)c1ccccc1NC(=O)NCCc1ccc(OC)c(OC)c1
 : 3 | -14 | 3 | 24 | -5 | -11 | 1.7 | 0 | 1
> Cc1cc[n+](-c2nc3ccccc3nc2[N-]S(=O)(=O)c2ccccc2)cc1
 : 0 | 17 | 0 | -10 | 11 | -7 | 0.0 | 1 | -10
> C=CCSc1nc2ccccc2n1S(=O)(=O)c1ccc(Cl)cc1
 : 0 | 17 | 1 | -6 | 3 | -6 | -0.3 | 0 | 11
> CSc1nn2c(C)c(C)c(C)nc2c1C#N
 : -3 | -13 | 0 | -2 | -2 | -5 | 0.1 | 6 | -3
> CN(C)C(=S)Nc1ccc(Cc2ccncc2)cc1
 : -6 | 17 | 1 | 0 | 0 | 3 | 0.2 | -3 | -6
> O=C(NCc1ccco1)C1CCN(C(=O)c2ccc(Cl)cc2Cl)CC1
 : 1 | -9 | 0 | -4 | -1 | 7 | 0.8 | -2 | -1
> O=C(O)C1C2CCC(C2)C1C(=O)NCCc1ccccc1 (centres undefined)
 : 0 | -4 | 1 | 1 | 0 | 3 | 0.0 | -2 | -1
> Nc1nc(SCc2ccc(Br)cc2)c2ncn(C3OC(CO)C(O)C3O)c2n1 (centres undefined)
 : 2 | 4 | 2 | -14 | 2 | 1 | 0.0 | 17 | 4
> O=C(Nc1cccc(C(=O)O)c1)Nc1cccc2ccccc12
 : -1 | -3 | 2 | 1 | 6 | 3 | -0.3 | 3 | -6
> C=CCn1c(O)c(N=NC(=O)OCC)c2ccccc21
 : -2 | -10 | 1 | 21 | 2 | -6 | 0.8 | 6 | -11
> CC(OC(=O)c1cc(=O)c2ccccc2o1)C(=O)Nc1ccc(N(C)C)cc1 (centres undefined)
 : 4 | 9 | 0 | -14 | 2 | -1 | 0.0 | -2 | -6
> COC(=O)c1ccc(CNC(=O)C2CCC(=O)N(CCc3ccccn3)C2)cc1 (centres undefined)
 : 1 | -6 | 1 | 17 | 0 | -9 | 0.1 | 1 | -3
> Cc1ccc(S(=O)(=O)N(CC(O)CN2CCCCC2)c2ccccc2)cc1 (centres undefined)
 : -3 | 1 | 0 | 19 | 0 | 11 | 0.7 | -4 | -8
> N#Cc1ccc(S(=O)(=O)N2CCCCC2c2cc(C(=O)N3CCOCC3)no2)cc1 (centres undefined)
 : -1 | -1 | 1 | -5 | 4 | -6 | -0.3 | 0 | -8

Ordered by molecular weight (high to low): part of the list above
The line under a structure holds: CHRM5 agonist | CHO-K1 Ca antag | CHRM4 agonist | CHO-K1 Ca PAM | M4 PAM | M5 antag | M1 ag parental | CHRM5 PAM | M4 antag
> C=CCSc1nc2ccccc2n1S(=O)(=O)c1ccc(Cl)cc1
 : 0 | 17 | 1 | -6 | 3 | -6 | -0.3 | 0 | 11
> CCC(=O)NCc1ccc(-c2nc3ncccc3o2)cc1
 : 0 | -10 | 0 | 18 | 1 | 8 | 2.0 | 1 | 2
> CSc1nn2c(C)c(C)c(C)nc2c1C#N
 : -3 | -13 | 0 | -2 | -2 | -5 | 0.1 | 6 | -3

Remaining list, next part:
The line under a structure holds: CHRM5 agonist | CHO-K1 Ca antag | CHRM4 agonist | CHO-K1 Ca PAM | M4 PAM | M5 antag | M1 ag parental | CHRM5 PAM | M4 antag
> CCCN(Cc1nc2cc(Cl)ccc2c(=O)[nH]1)C(=O)c1ccc(S(=O)(=O)N2CCCC2)cc1
 : 4 | -9 | 0 | 8 | 6 | 10 | 0.2 | 9 | -4
> COC(=O)c1cn(NC(=O)c2ccccc2[N+](=O)[O-])c(=O)c2ccccc12
 : 5 | -6 | 3 | -6 | 13 | -7 | 0.2 | 10 | -9
> Cc1nn(C)c(C(=O)NNC(=S)NCC(C)C)c1Cl
 : 3 | -19 | 2 | 21 | 5 | -2 | 3.2 | -1 | -3
> COc1ccccc1C(=O)OCc1nc(N)nc(Nc2ccccc2C)n1
 : 0 | -5 | 2 | 5 | 14 | 9 | 1.1 | -3 | 4
> Cn1c(O)c(N=NC(=O)Cc2c[nH]c3ccccc23)c2ccccc21
 : 5 | -13 | -1 | 15 | 9 | 1 | -0.1 | 13 | -6
> CCn1c(SCC#N)nc2c(c1=O)C1(CCCC1)Cc1ccccc1-2
 : -4 | -13 | -2 | 30 | -2 | 3 | 1.5 | -3 | -4
> COc1cccc(CNC(=O)COC(=O)c2ccc(Cl)s2)c1
 : 1 | 2 | 1 | -7 | 8 | 6 | -0.2 | 1 | -6
> COc1cc(C(=O)NCc2nnc(SCC(=O)c3ccc(Cl)cc3)o2)cc(OC)c1OC
 : -8 | -4 | 1 | -16 | -7 | 18 | -0.5 | -10 | 7
> Cc1nnc(SCC(=O)N2CCc3ccccc32)s1
 : -5 | -16 | 0 | 15 | 0 | 3 | 0.1 | -7 | 8
> Cc1nc(C)c(C(=O)N(c2ccc(C)c(C)c2)C(C(=O)NCc2ccco2)c2ccccc2)s1 (centres undefined)
 : 2 | -19 | 0 | 6 | 1 | 3 | -0.1 | 1 | -1
> O=C(Nc1ccc(S(=O)(=O)Nc2ccccn2)cc1)c1cccc([N+](=O)[O-])c1
 : -2 | 12 | 0 | -13 | -6 | 13 | 0.6 | -6 | -2
> Cc1nn(C(=O)Cn2cc([N+](=O)[O-])cn2)c(C)c1Cl
 : 0 | -9 | 0 | 6 | 9 | 9 | 0.1 | 9 | -3
> CC(C)C(NS(=O)(=O)c1ccc2c(c1)oc(=O)n2C)C(=O)N1CCN(C2CCCCC2)CC1 (centres undefined)
 : -4 | -9 | 2 | 20 | 2 | -5 | 0.5 | -2 | -6
> CCC(=O)c1ccc(OCC(=O)Nc2nc(C)cs2)cc1
 : 3 | -5 | 7 | 7 | 1 | 13 | 1.9 | 1 | -17
> CCOc1ccc(NC(=O)Cn2nnc3c(cnn3-c3ccc(F)cc3)c2=O)cc1
 : -4 | -19 | 1 | 20 | 8 | 12 | 0.7 | 4 | -18
> Cc1nonc1OCC(C)(COc1nonc1C)NC(=O)c1ccccc1
 : -3 | -4 | -1 | 16 | 2 | 0 | 0.1 | -1 | 0
> Cc1noc(C)c1COC(=O)CCCc1nc2ccccc2s1
 : -7 | 11 | 4 | -1 | 8 | 2 | 1.1 | 2 | -3
> CC1CCCN(CCCCOc2cccc(Br)c2)C1 (centres undefined)
 : -8 | 7 | 4 | 9 | -18 | 5 | 0.6 | -18 | 35*
> COCc1ccccc1Cn1cnc2c1c(=O)n(C)c(=O)n2C
 : 5 | -4 | 4 | 9 | 3 | -3 | 0.6 | -3 | 2
> CC(C)c1c(O)nc(SCc2ccccc2)[nH]c1=O
 : 4 | -13 | 1 | 17 | 1 | 4 | 1.6 | 0 | -11
> O=C(COC(=O)c1ccc(F)cc1Cl)NC(=O)NC1CCCC1
 : -1 | 2 | -1 | 4 | 3 | 4 | 0.1 | 0 | -4
> Cc1cc(C(=O)N/N=C/c2sccc2C)no1
 : -2 | 15 | 0 | -12 | 8 | 1 | 0.0 | 0 | 5
